# High-throughput results (PubChem BioAssay)
# ATXN viability: Viability Counterscreen for Primary qHTS for Inhibitors of ATXN expression; 400,000 compounds, 0.49% hits; Potency, µM (series often up to 56.7 µM), actives largely listed as cytotoxic; S2 cells (HEK-293 line with an ATXN2-luciferase reporter) viability, CellTiter-Fluor protease fluorescence, 24 h; AID 651635, 2014; note: potency is the fitted concentration of half-maximal effect; nearly all actives have a fitted effect of over 40% in size
# Nrf2 block: Nrf2 qHTS screen for inhibitors; A549 ARE-Fluc reporter, luciferase luminescence, 18-24 h; Potency, µM (highest dose often 46 µM), for inactives: at the highest dose activity change, negative = inhibition, usual class: inhibitors; 360,000 compounds, 2.1% hits; AID 504444, 2011; note: potency is the fitted concentration of half-maximal effect; % is set by controls: 0 for no effect and ±100 for the full control effect; nearly all actives have a fitted effect of over 60% in size
#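 Reporter: ARE-Fluc in A549. Exposure: 18-24 h, 37 °C, 5% CO2, 5% FBS OPTI-MEM. Readouts: fluorescent cytotoxicity (CellTiter-Fluor), then luminescent Nrf2 signal after BugLite.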
# IL-2 act: qHTS of IL-2 Activators; IL-2 activation reporter assay, cell-based qHTS; stimulated with anti-CD3/CD4/CD28 beads; in transgenic mouse T cells; activation, % (series mostly up to about 46 µM); 360,000 compounds, 0.065% hits; AID 652025, 2013; in the data active = activation above about 50%; inconclusive = mostly about 30% to 49%; note: 0% is about no effect
#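 Readout is EGFP and DsRed signal by fluorescent plate cytometry after 18 h at 37 degrees C. Transgenic mouse T cells (750/well) received compound for 60 min before bead stimulation (anti-CD3, anti-CD4, anti-CD28); memory T cells served as non-tolerant control.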
# Nrf2 ARE act: qHTS of Nrf2 Activators | AREc32 ARE-luciferase reporter (MCF7-derived line), luminescence, 24 h | Potency, µM (highest dose often 46.1 µM), inactives show at the highest dose activation, actives largely listed as activators | 410,000 compounds, 0.31% hits; note: potency is the fitted concentration of half-maximal effect; % of control where 0% means no effect; nearly all actives have a fitted effect of over 65% in size
#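 Luciferase luminescence (Steady-Glo, 30 min at room temperature) served as the read-out of ARE activation in AREc32 cells treated with compounds for 24 hr at 37 deg C.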
# ATXN2 expr inh: Primary qHTS for Inhibitors of ATXN expression; AID 1745845, 2022; 360,000 compounds, 0.72% hits; HEK-293 ATXN2-luciferase reporter, luminescence, 24 h; Potency, µM (titrated, usually from 57 µM), without a hit: top-dose activity change, negative = inhibition, usual class: inhibitors; note: potency is the fitted concentration of half-maximal effect; % is set by controls: 0 for no effect and ±100 for the full control effect; nearly all actives have a fitted effect of over 55% in size
#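 qHTS (up to 57 uM final) was run with 24 h compound exposure of reporter cells at 37 °C. Each well was multiplexed: SteadyGlo luminescence measured ATXN2-luciferase expression after a fluorogenic Gly-Phe-AFC viability readout (25 uM final).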
# EPAC2 ag: qHTS for Agonist of cAMP-regulated guanine nucleotide exchange factor 4 (EPAC2): primary screen | Potency, µM (titrated, usually from 154 µM), for inactives: at the top dose activation, actives largely listed as activators | 360,000 compounds, 0.079% hits | AID 720711, 2013 | EPAC2 activation, biochemical qHTS; response scale: 100% = 6.5 mM cAMP response; note: potency is the fitted concentration of half-maximal effect; nearly all actives have a fitted effect of over 50% in size
# Target sequence (Q8WZA2 whole entry, looked up): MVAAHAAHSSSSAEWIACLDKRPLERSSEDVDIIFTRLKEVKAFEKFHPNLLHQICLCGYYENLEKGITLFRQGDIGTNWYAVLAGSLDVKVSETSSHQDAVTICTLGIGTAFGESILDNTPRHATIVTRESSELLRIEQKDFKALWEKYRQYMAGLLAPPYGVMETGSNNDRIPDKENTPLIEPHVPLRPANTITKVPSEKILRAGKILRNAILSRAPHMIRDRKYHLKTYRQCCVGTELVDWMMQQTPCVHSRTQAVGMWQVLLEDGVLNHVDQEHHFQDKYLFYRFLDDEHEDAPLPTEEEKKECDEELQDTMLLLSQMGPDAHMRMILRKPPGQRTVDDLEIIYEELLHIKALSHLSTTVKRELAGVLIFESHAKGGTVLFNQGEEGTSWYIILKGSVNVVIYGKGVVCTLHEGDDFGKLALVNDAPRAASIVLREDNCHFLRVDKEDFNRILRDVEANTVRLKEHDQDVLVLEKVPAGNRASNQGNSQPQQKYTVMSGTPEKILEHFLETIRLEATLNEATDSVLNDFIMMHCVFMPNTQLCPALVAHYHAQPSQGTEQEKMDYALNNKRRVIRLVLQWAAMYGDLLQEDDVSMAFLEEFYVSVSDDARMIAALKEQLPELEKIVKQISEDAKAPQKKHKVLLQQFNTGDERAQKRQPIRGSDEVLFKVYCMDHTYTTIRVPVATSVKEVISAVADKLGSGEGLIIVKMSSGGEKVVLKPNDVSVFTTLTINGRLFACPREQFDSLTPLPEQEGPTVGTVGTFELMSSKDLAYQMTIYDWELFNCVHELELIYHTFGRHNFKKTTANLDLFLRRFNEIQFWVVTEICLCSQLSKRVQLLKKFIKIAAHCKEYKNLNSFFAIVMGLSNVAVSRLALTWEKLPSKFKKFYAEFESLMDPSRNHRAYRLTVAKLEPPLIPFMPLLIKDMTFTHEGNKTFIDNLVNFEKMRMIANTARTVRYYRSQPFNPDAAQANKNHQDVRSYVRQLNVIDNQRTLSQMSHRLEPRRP
#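 In this primary screen, activation is scored as increased exchange of BODIPY-GDP from Rap1B by 100 nM EPAC2, with 50 uM GDP as competitor. Signal is normalized to the 6.5 mM cAMP agonist control.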
# HepG2 tox: qHTS for Inhibitors of TGF-b: Cytotox Counterscreen; HepG2 CAGA-GFP viability, ATP luminescence, 18 h; Potency, µM (titrated, usually from 46.1 µM), for inactives: top-dose activity change, negative = cytotoxicity, hits mostly cytotoxic; 410,000 compounds, 0.76% hits; AID 588856, 2011; note: potency is the fitted concentration of half-maximal effect; some results filed as inactive show a strong effect at the top dose
#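 CellTiter-Glo luminescence gave cytotoxicity after 18 hours at 37 degrees C. The cells were HepG2 CAGA-GFP in 1% FBS DMEM, stimulated with 500 pg/mL TGF-beta after compound addition. %Activity was normalised to no-cell wells (complete cell-killing) and DMSO (no toxicity), and curves were fitted and classified.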
# A549 tox: Nrf2 qHTS screen for inhibitors: counterscreen for cytotoxicity; A549 ARE-Fluc cells, CellTiter-Fluor viability, 18-24 h; Potency, µM (series often up to 46 µM), for inactives: at the highest dose activity change, negative = cytotoxicity, most hits filed as inhibitors; 390,000 compounds, 0.16% hits; AID 504648, 2011; note: potency is the fitted concentration of half-maximal effect; % is set by controls: 0 for no effect and ±100 for the full control effect
#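 Cytotoxicity counterscreen: CellTiter-Fluor fluorescence was measured in A549 ARE_Fluc cells after 18-24 h of compound exposure in a concentration series. The subsequent BugLite luminescent read reports ARE-luciferase activity.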
# TGFb inhibitor: qHTS for Inhibitors of TGF-b | HepG2 CAGA-GFP TGF-b/SMAD3 reporter, GFP fluorescence, 18 h; TGF-beta stimulated, 500 pg/mL final | Potency, µM (titrated, usually from 46.1 µM), for the others: top-dose activity, negative = inhibition, usual class: inhibitors | 410,000 compounds, 1.2% hits | AID 588855, 2011; note: potency is the fitted concentration of half-maximal effect; % is set by controls: 0 for no effect and ±100 for the full control effect; nearly all actives have a fitted effect of over 65% in size
#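 HEPG2 CAGA-GFP, 1000 cells/well; 2 h settle, 37 C; cpd via pin tool; TGF-b 500 pg/mL final; 18 h, 37 C; GFP imaging ex488/em500-530; %Activity normalised to -TGF-b and +DMSO controls; CRC fit, curve class.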
# Starred values were filed as active, the others as inactive; i = inactive; ? = inconclusive; . = no result given; & = joins results of further samples; [ ] = dose if it differs, or a comment. Unless noted, calls come from the whole dose curve; as a rule, active = well fitted curve in the direction sought with a large enough effect; inconclusive = small, poorly fitted or top-dose-only effect, or another doubt; inactive = no such curve, though single readings can be large; an effect the other way counts as inactive or inconclusive.
SMILES,ATXN viability,Nrf2 block,IL-2 act,Nrf2 ARE act,ATXN2 expr inh,EPAC2 ag,HepG2 tox,A549 tox,TGFb inhibitor
O=C(Cc1ccc(Cl)cc1)Nc1ccc(S(=O)(=O)Nc2cnc3ccccc3n2)cc1,i,?,-0.7,-0.3%,12.2%,-1.9%,10.8%,-4.6%,-28.1%
Cc1ccc(NC(=O)C2COc3ccccc3O2)nc1 (stereo not given),i,.,1.2,7.5%,14.5%,8.5%,10.9%,-0.2%,20.4%
CC(Nc1ccc(Cl)c(Cl)c1)C(=O)NN (stereo not given),i,-4.0%,-0.9,0.3%,-21.9%,10.7%,2.4%,1.0%,5.8%
O=C(c1cccc(OC2CCN(Cc3ccc(F)cc3)CC2)c1)N1CCCC1,?,16.4%,0.6,-0.4%,-8.5%,4.3%,-7.8%,4.9%,3.8%
Cc1onc(-c2ccccc2)c1-c1nc2ccccc2c(=O)o1,i,?,-0.3,0.2%,-0.3%,14.2%,-19.6%,-9.7%,?
CCN(CC)CCn1c(NCc2cc(OC)ccc2OC)nc2ccccc21,?,8.2%,-0.1,-0.3%,-17.8%,-3.1%,-28.3%,-6.4%,-11.3%
O=C(NCc1cnc2ccccn12)C1CCC(=O)N(Cc2cccc(F)c2)C1 (stereo not given),i,-0.9%,3.9,-0.5%,-0.9%,5.2%,-58.2%,-0.1%,-11.0%
COCc1ccc(C(=O)Nc2ccccc2C(=O)NCc2cccnc2)cc1,.,-6.2%,-0.3,0.4%,-8.5%,-6.3%,7.8%,8.2%,28.2%
CCN(CC)CCCNC(=O)CSc1nc(-c2ccc(F)cc2)cc(C(F)(F)F)n1,i,-17.8%,2.6,-0.4%,-10.7%,4.6%,-23.9%,-5.7%,8.9%
COc1cccc(CC2(CO)CCN(S(=O)(=O)c3ccc(OC)cc3OC)CC2)c1,?,-24.4%,-2.3,5.8%,-26.3%,2.4%,-23.1%,3.5%,20.7%
COc1ccc(C(=O)O)cc1NC(=S)NC(=O)Cc1ccc(Cl)cc1,i,-13.4%,-1.9,-0.3%,-3.1%,6.9%,3.6%,0.8%,-2.9%
CCCN1CCC(=O)N(C(CSc2ccc(OC)cc2)c2ccccc2)CC1 (stereo not given),.,14.9%,.,.,.,.,-16.7%,-4.2%,?
Cc1ccc2c(CN3CCN(CCO)CC3)cc(=O)oc2c1C,i,.,1.7,-0.3%,-12.0%,10.1%,5.3%,13.6%,-3.8%
COc1ccc(/C=N\N=C2/SC(CC(=O)O)C(=O)N2c2ccc(O)cc2)cc1 (stereo not given),i,2.5%,-1.2,-0.3%,0.4%,1.1%,-3.9%,7.7%,2.2%
CC(=O)Nc1ccc(S(=O)(=O)NC2(C(F)(F)F)C(=O)Nc3c2c(=O)[nH]c(=O)n3-c2ccc(C)c(C)c2)cc1 (stereo not given),i,0.8%,.,0.6%,10.9%,.,-24.5%,-3.0%,-0.6%
CSc1cc(-c2ccccc2)n(C)c(=O)c1C#N,i,-5.1%,-0.4,10.7%,-19.9%,2.0%,-7.7%,3.1%,-1.4%
COc1cccc(NC(=O)Cn2c(=O)n(-c3cccc(OC)c3)c(=O)c3c4c(sc32)CCCC4)c1,?,-10.1%,.,-1.2%,0.1%,.,7.7%,-3.4%,-5.1%
COc1ccc(C(=O)COC(=O)Cn2cnc3c2c(=O)n(C)c(=O)n3C)c(OC)c1,i,0.2%,-4.1,-0.6%,-0.7%,5.6%,-0.1%,-5.3%,7.1%
CCOc1ccccc1N(CC(=O)NCCc1ccc(OC)cc1)S(=O)(=O)c1ccc(C)cc1,i,.,-2.1,0.6%,.,12.8%,-8.5%,.,2.7%
COC(=O)c1c(C)[nH]c(C(=O)CN(C)CC(=O)Nc2cccc(F)c2)c1C,i,-23.4%,-0.2,6.1%,14.0%,0.3%,-6.5%,1.7%,-18.3%
Cn1c(Cn2cnc3ccccc32)nnc1SCc1ccccc1,i,-26.3%,1.2,-0.3%,-13.0%,9.2%,-44.7%,3.4%,12.3%
Cc1ccccc1CNC(=O)c1ccccc1C,i,.,0.2,2.3%,-15.4%,9.8%,-24.9%,4.2%,-0.6%
CCOc1ccc(C(=O)NN2C(=S)NC(C)(C)C=C2C)cc1,i,7.8%,0.0,0.0%,16.9%,11.1%,-1.2%,13.1%,6.3%
COc1ccc(CC(=O)N(C)CC(=O)Nc2c(C)cccc2C)cc1S(=O)(=O)N1CCOCC1,i,-1.1%,0.1,0.1%,1.8%,6.4%,3.6%,6.3%,-3.7%
O=C(CCNC(=O)C1CCN(S(=O)(=O)c2ccc(F)cc2)CC1)NCc1ccccc1Cl,?,-10.3%,2.0,0.3%,.,5.4%,-2.1%,0.0%,3.1%
CC(C)CC(=O)Nc1cccc2c1C(=O)N(c1ccccc1)C2=O,i,-6.8%,-0.2,0.0%,0.6%,1.3%,5.5%,-16.8%,6.9%
O=C(c1cc2ccccc2oc1=O)N1CCN(c2ccc(N3CCOCC3)nn2)CC1,i,7.7%,-1.6,-1.2%,-1.6%,2.2%,-7.8%,-3.5%,-22.7%
COc1ccc(C)cc1S(=O)(=O)N(C)CC(=O)Nc1ccccc1,i,.,-1.0,5.1%,-1.7%,0.4%,-2.3%,-2.4%,1.4%
Cc1csc(NC(=O)CSc2nnc(Cc3cccn3C)n2CCc2ccccc2)n1,i,14.4%,-1.6,-0.1%,-9.5%,3.2%,-27.6%,-10.8%,-15.2%
Cc1ccc(C(C)C)c(OCC(=O)Nc2c(C(=O)c3ccccc3)oc3ccccc23)c1,i,11.6%,.,-0.3%,0.5%,.,-2.6%,0.8%,8.7%
CC(=O)CC(C)(C)Nc1nc2cc([N+](=O)[O-])ccc2o1,?,5.5%,0.0,3.5%,.,1.1%,58.8%,3.8%,35.9%[activator]
COc1ccc([C@@H]2[C@H]3CN(C(C)=O)CC=C3C(C#N)=C(N)C2(C#N)C#N)c2ccccc12,i,.,-0.4,15.3%,-15.3%,?,-49.5%,-3.8%,?
C/C(CC(=O)NC12CC3CC(CC(C3)C1)C2)=N\NC(=O)c1ccc(F)cc1,i,17.6%,4.1,3.5%,-4.3%,-2.6%,-9.5%,-4.4%,1.7%
CCN(Cc1ccncc1)Cc1cn[nH]c1-c1ccc(OC)cc1F,?,-27.9%,1.7,0.4%,-32.0%,4.6%,-11.2%,1.5%,2.3%
CCCOC(=O)c1ccc(OCC(O)CN2CCN(C(=O)c3ccccc3)CC2)cc1 (stereo not given),i,.,0.1,2.2%,5.3%,0.2%,9.5%,-0.7%,41.6%[activator]
O=C(CNC(=O)C1COc2ccccc2O1)N/N=C/c1ccc(O)cc1O (stereo not given),i,?,-0.2,-0.6%,12.6µM*,-4.0%,-22.6%,0.2%,?

# Quoted at random: two entries already listed.
SMILES,ATXN viability,Nrf2 block,IL-2 act,Nrf2 ARE act,ATXN2 expr inh,EPAC2 ag,HepG2 tox,A549 tox,TGFb inhibitor
CC(=O)CC(C)(C)Nc1nc2cc([N+](=O)[O-])ccc2o1,?,5.5%,0.0,3.5%,.,1.1%,58.8%,3.8%,35.9%[activator]
O=C(CNC(=O)C1COc2ccccc2O1)N/N=C/c1ccc(O)cc1O (stereo not given),i,?,-0.2,-0.6%,12.6µM*,-4.0%,-22.6%,0.2%,?

# Next part.
SMILES,ATXN viability,Nrf2 block,IL-2 act,Nrf2 ARE act,ATXN2 expr inh,EPAC2 ag,HepG2 tox,A549 tox,TGFb inhibitor
CCOc1ccc(CNc2ncnc(N)n2)cc1,i,1.7%,-0.4,-0.5%,3.2%,6.5%,-7.8%,5.2%,-5.3%
O=C(NC1CCCc2ccccc21)C1CCC(CNc2c(N3CCOCC3)c(=O)c2=O)CC1 (stereo not given),i,1.5%,-2.6,-1.0%,2.1%,12.3%,-32.3%,-3.6%,-20.0%
CCN(C(=O)CN1C(=O)/C(=C/c2ccccc2F)SC1=S)C1CCS(=O)(=O)C1 (stereo not given),?,-14.2%,-0.3,4.0%,.,4.8%,-1.7%,-2.4%,3.3%
COc1ccc(NC(=O)Cn2c(=O)n(-c3ccc(C)c(C)c3)c(=O)c3c4c(sc32)CCCCC4)cc1Cl,i,0.2%,.,-0.5%,10.9%,.,-7.2%,-1.0%,?
CCN1CCCC1CNC(=O)c1cc(S(N)(=O)=O)ccc1OC (stereo not given),i,3.8%,0.8,-0.7%,8.1%&0.8%,1.9%,9.5%,-1.5%,22.2%
O=c1c2ccccc2sn1-c1ccc(S(=O)(=O)N2CCCCC2)cc1,?,?,-0.8,-1.0%,4.0%,4.5%,5.7%&0.7%&3.7%,3.2%&13.4%&2.4%,-0.6%&-0.4%&11.3%
O=C(O)CSCc1nc2ccccc2s1,i,?,-1.0,-0.5%,30.0%[activator],5.0%,5.3%,-2.7%,-9.1%
Cc1ccc(-n2nc3c(=O)n(CCCC(=O)NCc4ccc(C)o4)nc(C)c3c2C)cc1,i,-13.2%,-2.7,4.2%,0.5%,5.7%,-2.7%,2.1%,-15.8%
Cc1nn(CC(=O)NCCc2ccccc2)c(=O)c2cccn12,?,0.8%,14.9,-0.5%,.,0.3%,-4.4%,-0.4%,-10.3%
CCN(CC)C(=O)c1sc2c(c1C)c(=O)n(-c1ccc(C)c(C)c1)c(=O)n2CC(=O)Nc1ccc(OC)cc1OC,i,.,.,0.7%,-15.2%,.,-6.6%,-3.5%,-0.8%
